Bioassay records: PubChem BioAssay, The Scripps Research Institute Molecular Screening Center
GPR151 activ: activators of human GPR151; activation, % at 11.2 µM; Q8TDV0; 1% of 650,000 active; PathHunter beta-arrestin GPR151 cells, luminescence; in the data active = activation above about 4.9%;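 note: 0% = median of compound wells and 100% = cells with positive control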
Target sequence (Q8TDV0 whole entry, looked up): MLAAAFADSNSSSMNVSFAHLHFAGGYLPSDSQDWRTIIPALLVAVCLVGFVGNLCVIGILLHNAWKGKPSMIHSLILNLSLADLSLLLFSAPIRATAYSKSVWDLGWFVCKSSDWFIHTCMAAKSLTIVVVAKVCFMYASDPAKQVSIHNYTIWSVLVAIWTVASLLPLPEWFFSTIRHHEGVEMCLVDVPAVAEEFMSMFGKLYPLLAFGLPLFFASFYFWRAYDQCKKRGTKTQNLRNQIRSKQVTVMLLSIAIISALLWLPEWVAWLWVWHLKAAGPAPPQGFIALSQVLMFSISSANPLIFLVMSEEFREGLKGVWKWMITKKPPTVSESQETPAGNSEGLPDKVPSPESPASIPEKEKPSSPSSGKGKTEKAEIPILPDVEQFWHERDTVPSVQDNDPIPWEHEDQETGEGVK
TEAD-YAP block: TEAD-YAP interaction inhibition. AID 1259422. HEK-TIYL cells, TEAD-Gal4/YAP UAS-luciferase luminescence. 1.4% of 640,000 active. inhibition, % at 9.12 µM; in the data active = inhibition above about 32%;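 note: 0% = median of test compound wells and 100% = reference inhibitor wells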
MITF primary: inhibitors of human MITF | O75030 | AlphaScreen MITF homodimerization, bead proximity signal | inhibition, % at 2.6 µM | 0.91% of 650,000 active | AID 1259374; in the data active = inhibition above about 50%;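 note: 0% = vehicle wells with protein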
FBW7 act: activators of human E3 ligase FBW7 | normalized activity (activation), % at 26.1 µM | AlphaScreen FBW7–phospho-cyclin E peptide binding, activator screen | 0.13% of 650,000 active | AID 1259310; in the data active = normalized activity above about 1.9%;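 note: purified mutant Fbw7 with reduced substrate affinity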
Target sequence (Q969H0 whole entry, looked up): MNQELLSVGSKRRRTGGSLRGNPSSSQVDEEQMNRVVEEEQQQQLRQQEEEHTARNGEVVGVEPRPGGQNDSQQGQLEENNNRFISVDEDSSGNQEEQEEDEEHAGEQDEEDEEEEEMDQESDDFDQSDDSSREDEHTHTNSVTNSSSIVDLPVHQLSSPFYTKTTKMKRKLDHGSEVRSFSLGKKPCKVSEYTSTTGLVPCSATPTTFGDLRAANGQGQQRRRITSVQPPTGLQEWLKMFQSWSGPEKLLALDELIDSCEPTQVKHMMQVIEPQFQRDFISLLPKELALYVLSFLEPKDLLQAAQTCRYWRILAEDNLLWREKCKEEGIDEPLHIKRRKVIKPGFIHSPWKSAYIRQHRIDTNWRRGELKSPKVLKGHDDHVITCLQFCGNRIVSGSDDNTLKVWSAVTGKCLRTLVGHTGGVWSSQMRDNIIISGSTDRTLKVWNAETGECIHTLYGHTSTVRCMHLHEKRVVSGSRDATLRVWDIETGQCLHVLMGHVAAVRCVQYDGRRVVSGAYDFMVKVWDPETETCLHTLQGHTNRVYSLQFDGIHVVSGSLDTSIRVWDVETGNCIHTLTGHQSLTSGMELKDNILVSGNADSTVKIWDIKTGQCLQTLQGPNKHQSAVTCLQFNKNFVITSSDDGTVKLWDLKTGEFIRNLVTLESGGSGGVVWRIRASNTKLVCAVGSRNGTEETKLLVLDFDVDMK
The depositor's hits bear a star.

Molecule | GPR151 activ | TEAD-YAP block | MITF primary | FBW7 act
O=C(N/N=C/c1cccc2ccccc12)c1ccc2c(c1)OCO2 | -1.3 | 14 | 3 | 0.0
Cc1ccc(CNC(=O)c2coc(=O)c3ccccc23)o1 | 0.8 | 1 | -15 | 0.0
CCCCNC(=O)CCc1c(C)nc2c(-c3ccc(F)cc3)c(C)nn2c1C | 0.4 | 2 | 8 | -0.1
CS(=O)(=O)N1CCN(c2ccc([N+](=O)[O-])c(N3CCN(c4ccccc4)CC3)c2)CC1 | -0.4 | -1 | -19 | -0.2
C=CCSc1nnc2n(-c3ccccc3)c(=O)c3c4c(sc3n12)CCC4 | -0.1 | -2 | -8 | 0.0
CCN(CC)C(=O)C1CCN(S(=O)(=O)c2ccc(C3CNC(=O)C3)cc2)CC1 (stereo not given) | 0.3 | -1 | 12 | 0.5
O=C(NC1CC1)c1cccc(NS(=O)(=O)c2ccc(-c3ncnc4[nH]ccc34)cc2)c1 | -0.7 | -20 | 1 | 0.0
CCOc1cc(C=O)ccc1OC(C)C | 1.8 | 1 | 8 | 0.0
O=C(Cn1nc2oc3ccccc3n2c1=O)N1CCCCC1 | 0.5 | 15 | -3 | -0.1
CC/C(=N\NC(=O)c1cc(C)oc1C)c1cc(Cl)cc(Cl)c1O | -1.6 | -15 | 13 | 0.1
CC(C)(C)C(=O)Nc1cccc(C(=O)Nc2ccc(Cl)cc2)c1 | 1.2 | -75 | 4 | 0.0
COc1cc(OC)c(S(=O)(=O)Nc2ccc3c(c2)OCCO3)cc1NC(C)=O | 0.4 | 35* | 3 | -0.1
CCCCCCC(=O)Nc1nnc(-c2ccc(OC)cc2)s1 | 0.4 | -2 | -8 | 0.1
C=CCOC(=O)Oc1ccc2c(=O)c(-c3ccccc3)coc2c1 | -4.9 | -34 | 5 | -0.1
Brc1ccccc1/C=N/N=C(/c1ccccc1)C12CN3CN(CN(C3)C1)C2 | 0.6 | 6 | -9 | 0.0
Cc1ccc(C2CC(=O)N3C(=C2C#N)SCC3(O)c2ccc(F)cc2)cc1 (stereo not given) | 0.5 | -10 | -7 | -0.2
CCOC(=O)C1=CN(C)C=C(C(=O)OCC)C1c1cc(OC)c(OC)c(OC)c1 | -0.9 | 5 | 10 | 0.5
COc1ccccc1NCc1nc2ccccc2n1Cc1ccccc1 | -1.5 | -79 | 16 | -0.3
O=C(NCc1n[nH]c(=S)n1-c1ccc(Cl)c(Cl)c1)c1ccc(S(=O)(=O)N2CCCCC2)cc1 | 0.1 | 5 | 0 | 0.0
COCCCNC(=O)CC1C(=O)NCCN1Cc1cccc(Oc2ccccc2)c1 (stereo not given) | 1.7 | 1 | 10 | -0.1
COc1cc(C2CC(=O)N3C(=C2C#N)SCC3(O)c2ccco2)cc(OC)c1OC (stereo not given) | -1.1 | -29 | 18 | 0.3
Cc1c(C(=O)O)oc2ccc(S(=O)(=O)N(C)Cc3ccccc3)cc12 | 0.9 | 0 | -5 | -0.1
O=C(CC(NCCO)C(=O)O)Nc1ccccc1 (stereo not given) | 6.8* | 1 | -7 | 0.0
COc1cc(CN2CCN(C(=O)c3cccc(F)c3)CC2)cc(OC)c1O | 0.1 | -1 | 68* | -0.4
CC1CCN(c2c([N+](=O)[O-])nn(-c3ccc4c(c3)OCCO4)[n+]2[O-])CC1 | -1.4 | -20 | 17 | -0.3
Cc1nccn1-c1ccc(NC(=O)C2CCCN(Cc3ccon3)C2)cc1 (stereo not given) | -0.4 | 8 | 7 | -0.1
COC(=O)c1ccc(NC(=S)NC(=O)COc2ccccc2)cc1 | 1.3 | 1 | -5 | -0.1
COc1ccccc1CNC(=O)Cn1ncc2cccn2c1=O | -3.7 | -12 | 12 | 0.3
O=C1CCCN1CCCNc1cc(N2CCOCC2)ncn1 | 0.1 | -4 | 1 | -0.1
CCOC(=O)c1cc(CC)sc1Nc1nc2ccccc2nc1N1CCOCC1 | 1.8 | 5 | -11 | -0.1
Cc1nnc(N/N=C/c2ccc(Cl)cc2Cl)[nH]c1=O | 1.2 | -20 | 18 | 0.0
c1ccc(CSc2nnc3sc4ccccc4n23)cc1 | -0.2 | -47 | 11 | 0.0
Cc1cccc(NC(=O)CN(c2cccc(Cl)c2C)S(C)(=O)=O)c1 | 1.0 | -1 | -10 | -0.1
O=C(NCc1ccccc1)c1cccc(N2CCCC2=O)c1 | 0.0 | -6 | -17 | 0.1
CN(C)c1ccc(C(=O)N2CCC(c3[nH]ncc3-c3ccncc3)CC2)cc1 | 0.3 | 19 | 0 | -0.1
Cc1cc(C)c(NC(=O)CSc2nc3ccccc3n2C)c(C)c1 | 0.4 | 1 | 1 | 0.0
O=C1CCCc2c1[nH]c1ccc(OCc3ccccc3)cc21 | -1.7 | 7 | 3 | 0.2
CCN(CC)C(=O)CSc1nc2ccccc2c(=O)n1CCC(=O)N1CCN(c2ccccc2)CC1 | 0.5 | 2 | -19 | -0.1
CC(=O)N1CCc2cc(S(=O)(=O)NC(CC(C)C)C(=O)N3CCCC3)ccc21 (stereo not given) | -0.5 | 3 | 10 | 0.0
COC(=O)c1cc([N+](=O)[O-])c(Nc2ccc(OC)cc2)c([N+](=O)[O-])c1 | 0.0 | -7 | 1 | -0.2
Cc1cccc2cc(C#N)c(NCCNC(=O)NC3CCCCC3)nc12 | 0.7 | -4 | 20 | 0.0
C/C(=N\Nc1nc2c(c(=O)[nH]c(=O)n2C)n1CC(C)C)c1ccc(O)cc1 | 0.1 | 1 | 19 | 0.0
Nc1c(C(=O)NCCC2=CCCCC2)nnn1-c1cccc(C(F)(F)F)c1 | 0.5 | 7 | 12 | 0.1
CCOC(=O)c1c(CN2CCCC2)n(-c2ccccc2)c2cc(Br)c(O)cc12 | -1.3 | 9 | 4 | 0.2
COC(=O)c1ccc(CNC(C)(C)C)o1 | 0.7 | 4 | 3 | 0.1
O=S1(=O)N=C(NN(Cc2ccccc2)c2ccccc2)c2ccccc21 | 0.5 | 3 | 14 | 0.1
CC1(C(=O)Nc2ccc(OCC(N)=O)cc2)CC1(Cl)Cl (stereo not given) | 0.9 | 0 | -6 | -0.1
COc1ccc(C2C(C(=O)N3CCN(C)CC3)c3ccccc3C(=O)N2C)cc1 (stereo not given) | 0.9 | 2 | 4 | 0.1
S=c1[nH]nc(COc2ccc(Cl)cc2)n1-c1ccccc1 | 0.2 | -2 | 12 | 0.0
O=C1C(=O)N(CCO)C(c2ccccc2F)/C1=C(/O)c1ccc(Br)cc1 (stereo not given) | 0.4 | 13 | -3 | 0.6
COc1ccc(-c2cnc3ccc(NCc4ccc(C)cc4C)nn23)cn1 | 0.4 | 1 | 6 | -0.2
COc1cccc(C2=CC(c3ccc(OC)c(OC)c3OC)n3nnnc3N2)c1 (stereo not given) | -2.0 | -6 | 8 | 0.3
CCc1ccccc1OCC(=O)NCC(C)C | -1.0 | -2 | 7 | 0.1
CC(C)c1ccc(NC(=O)Cn2cnc3scc(-c4ccccc4)c3c2=O)cc1 | -1.2 | -4 | 13 | 0.8
COc1ccc(CN2CCC(C(=O)N3CCN(Cc4ccccc4)CC3)CC2)cc1 | -0.8 | 11 | 52* | 0.1
COc1cc(OC)cc(-n2nc(C(=O)NC3CCCCC3)c3ccccc3c2=O)c1 | 0.7 | 5 | 4 | 0.0
Cc1ccc(-c2nnc(Nc3ccc(C(=O)N(C)C)cc3)c3ccccc23)cc1S(=O)(=O)NCc1ccccn1 | 0.7 | -1 | -4 | 0.0
COc1cccc(NC(=O)CSCc2n[nH]c(=O)[nH]2)c1 | 4.1 | 2 | 14 | 0.7
Cc1ccc(C(=O)COC(=O)CNS(=O)(=O)c2ccc(C)cc2)cc1 | -1.2 | 6 | -16 | -0.1
COCCCNC(=O)CN1C(=O)/C(=C\c2cccc(F)c2)Oc2ccccc21 | -1.1 | -4 | 7 | 0.1

Going on with the list.
smiles | GPR151 activ | TEAD-YAP block | MITF primary | FBW7 act
O=C(Cc1ccccc1F)N1CC[C@H]2[C@H](CCCN2Cc2ccsc2)C1 | 3.4 | 3 | 1 | 0.3
COc1cc(OC)nc(CSCC(=O)N2CCN(CC(=O)N3CCOCC3)CC2)n1 | 5.2* | 1 | 8 | 0.2
CS(=O)(=O)CCC(C(=O)Nc1nccs1)N1Cc2ccccc2C1=O (stereo not given) | -0.6 | 2 | 10 | 1.0
CCc1ccc(C(=O)COC(=O)C2(CC(=O)N3CCOCC3)CCCC2)cc1 | -0.8 | -1 | -10 | -0.1
COc1cccc(-c2csc(=Nc3ccccc3)n2CCO)c1 | -0.7 | -3 | 12 | -0.2
COc1cc(C2C3=C(CC(C)(C)CC3=O)OC3=C2C(=O)CC(C)(C)C3)ccc1Oc1ccc([N+](=O)[O-])cc1C(F)(F)F | 0.3 | 15 | 4 | 0.1
CN(CC(=O)Nc1ccc2c(c1)OCCO2)S(=O)(=O)c1cccc2cnccc12 | 0.0 | 25 | 19 | -0.1
CCc1ccc(CNC(=O)C(=O)NC)cc1 | -1.4 | -3 | 12 | 0.0
Cc1ccc(CCCOC(=O)CN2CCCC2)cc1 | 0.1 | 0 | 13 | 0.0
COc1ccc2cc(CN(CCO)S(=O)(=O)c3ccc(C)c(Cl)c3)c(=O)[nH]c2c1 | 0.6 | -7 | 3 | -0.1
O=C(O)CC(CC(=O)Nc1cccc(C(=O)O)c1)c1ccccc1 (stereo not given) | -0.3 | -12 | 7 | 0.0
CNC(=O)CCC(=O)Nc1ccc(F)cc1 | 1.0 | -3 | 9 | 0.2
O=C(Nc1ccccc1C1=NCCc2ccccc21)C1CCCCC1 | 0.1 | 0 | -11 | 0.0
COc1ccccc1N1CCN(C(=O)c2cc([N+](=O)[O-])cc([N+](=O)[O-])c2)CC1 | 0.0 | -15 | 0 | -0.3
NC(=O)c1cn(-c2ccccc2)nc1-c1cccc(Cl)c1 | -0.2 | 3 | -2 | -0.4
C=CCn1c(=S)[nH]c2cc(C(=O)NCCc3ccccc3)ccc2c1=O | 0.5 | -1 | 6 | 0.3
O=C(c1ccc([N+](=O)[O-])cc1)c1ccc2c(c1)C(=O)N(c1ccncc1)C2=O | -0.6 | 3 | -2 | -0.1
Cc1c(Cl)cccc1NC(=O)CC(C(=O)O)N1CCN(C)CC1 (stereo not given) | -1.5 | 0 | 6 | 0.0
CC(C)c1ccccc1NC(=O)COC(=O)c1ccc(N)c([N+](=O)[O-])c1 | -0.7 | -3 | 15 | 0.2
CCOc1cc(C(=O)Oc2ccc(C(C)=O)cc2)cc(OCC)c1OCC | 3.8 | -5 | 2 | 0.1
O=c1[nH]c(N2CCOCC2)nc2c1CN(Cc1nnnn1C1CCCC1)CC2 | -0.4 | 8 | 11 | 0.1
CCCc1cc(=O)[nH]c(SCC(N)=O)n1 | 2.0 | -2 | 14 | 1.1
Cc1ccc2nc(-c3ccc(NC(=O)CNCC(C)(C)CN(C)C)cc3)sc2c1 | -0.8 | 2 | 52* | -0.2
COc1ccc(-n2c(SCC(=O)N3CCCC3)nc3n[nH]c(C)c3c2=N)cc1 | 2.3 | 8 | -6 | -0.1
C=CCNC(=O)CN(c1cc(Cl)cc(Cl)c1)S(C)(=O)=O | -0.1 | 8 | -11 | -0.1
CCOc1ccccc1-n1c(C)cc(/C=C2/C(=N)N3C=CSC3=NC2=O)c1C | -1.2 | 20 | -1 | -0.1
COc1ccc(C(=O)c2sc3nc(N)c(C#N)cc3c2N)cc1OC | -1.0 | -10 | -4 | 0.0
O=C(O)COc1ccc(NC(=O)c2ccc(I)cc2)cc1 | -0.2 | 25 | -2 | 0.0
Cc1c(C(=O)NCCSCc2ccco2)cccc1[N+](=O)[O-] | 1.3 | 5 | 2 | 0.2
CCN1CCC(N(Cc2ccco2)C(=O)Nc2cccc(C)c2C)CC1 | 0.6 | 4 | 3 | 0.5

Grouped by structure, the entries above containing two or more sulfur atoms
smiles | GPR151 activ | TEAD-YAP block | MITF primary | FBW7 act
C=CCSc1nnc2n(-c3ccccc3)c(=O)c3c4c(sc3n12)CCC4 | -0.1 | -2 | -8 | 0.0
O=C(NCc1n[nH]c(=S)n1-c1ccc(Cl)c(Cl)c1)c1ccc(S(=O)(=O)N2CCCCC2)cc1 | 0.1 | 5 | 0 | 0.0
c1ccc(CSc2nnc3sc4ccccc4n23)cc1 | -0.2 | -47 | 11 | 0.0
CS(=O)(=O)CCC(C(=O)Nc1nccs1)N1Cc2ccccc2C1=O (stereo not given) | -0.6 | 2 | 10 | 1.0

Further structures follow.
smiles | GPR151 activ | TEAD-YAP block | MITF primary | FBW7 act
O=C(NCCO)c1cccc(-c2ccc(C(=O)NC3CC3)cc2)c1 | -1.4 | -4 | 4 | 0.7
COc1ccc(NC(=O)CSc2nc3n[nH]c(C)c3c(=N)n2-c2cc(Cl)ccc2C)c(OC)c1 | -1.3 | 24 | -5 | 0.1
CC(C)c1ccc(/C=C2\N=C(c3ccc([N+](=O)[O-])cc3Cl)OC2=O)cc1 | -0.7 | 1 | 2 | 0.0
COc1cc(C2C(C(=O)OCCOc3ccccc3)=C(C)NC3=C2C(=O)CCC3)ccc1OC(C)=O (stereo not given) | 1.0 | 9 | -2 | 0.0
O=Cc1ccc(OCc2cccc(Cl)c2)cc1 | -6.6 | -38 | 13 | 0.1
CC(C)CC(C(=O)Nc1ccccc1C(C)C)N1C(=O)c2ccccc2C1=O (stereo not given) | -1.2 | 15 | 6 | -0.1
FC(F)(F)c1ccc(Nc2nccc(Nc3ccccc3)n2)cc1 | -1.8 | -34 | 5 | 0.1
COc1cc(OC)nc(-c2cccc(NC(=O)CCl)c2)n1 | -1.8 | -1 | 6 | -0.1
O=C(c1cnccn1)N1CCC(Cn2nc(-c3ccc(F)cc3)ccc2=O)CC1 | -0.3 | 4 | -1 | 0.1
COc1ccc(OC)c(N(CC(=O)Nc2ccc(Cl)c(Cl)c2)S(=O)(=O)c2ccccc2)c1 | -0.7 | 3 | 1 | 0.1
O=C1NC(=Nc2ccccc2Cl)S/C1=C\c1ccc(Cl)cc1Cl | -2.2 | -8 | -4 | -0.1
COc1cc(C=C2C(=O)OC3(CCCCC3)OC2=O)ccc1O | -0.7 | -4 | 8 | -0.1
